Screens from PubChem BioAssay.
CHOP inhibitor = inhibitors of CHOP promoter induction, primary screen, cell-based, unfolded protein response, luciferase reporter; inhibition, % at 10 µM; actives 3.8% (n = 220,000); CHO-K1 CHOP-promoter luciferase, tunicamycin-induced, 15-18 h; AID 2732, 2010;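 active = compounds that reduced the stress-induced luciferase reporter signal by more than about 70% of percent inhibition, limit read from the data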;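 also: 0% = tunicamycin plus vehicle and 100% = wells without tunicamycin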
NPY1 pot ag = NPY-Y1 receptor potentiators or agonists, primary screen, cell-based; activation, % at 3.6 µM; NPY-Y1 expressing cells, potentiator/agonist activation; Neuropeptide Y receptor type 1 (Homo sapiens), P25929; actives 0.37% (n = 220,000); in the data active = activation above about 33%, passing the limit was not always enough;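 also: cells stimulated with NPY at EC10 then isoproterenol at EC100; 0% = low agonist plus stimulus and 100% = saturating agonist plus stimulus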
Target sequence (P25929 whole entry, looked up): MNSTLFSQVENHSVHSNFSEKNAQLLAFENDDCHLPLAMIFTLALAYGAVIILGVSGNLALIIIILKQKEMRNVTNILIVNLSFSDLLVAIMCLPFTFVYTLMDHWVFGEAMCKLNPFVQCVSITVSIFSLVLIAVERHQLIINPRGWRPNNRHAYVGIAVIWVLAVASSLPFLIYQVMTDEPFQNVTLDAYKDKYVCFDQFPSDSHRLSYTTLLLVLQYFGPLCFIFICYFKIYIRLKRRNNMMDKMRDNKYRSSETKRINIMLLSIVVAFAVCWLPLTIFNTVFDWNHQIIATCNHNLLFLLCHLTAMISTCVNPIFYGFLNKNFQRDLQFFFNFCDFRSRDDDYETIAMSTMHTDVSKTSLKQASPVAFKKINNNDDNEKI
TRPML3 agonist = human TRPML3 channel agonists, primary screen, cell-based, HEK293 TRPML3-YFP, Fluo-8 calcium fluorescence, 3 µM. Mucolipin-3 (Homo sapiens), Q8TDD5. 100% = the carbachol control signal. activation, % at 3 µM. actives 0.29% (n = 220,000). AID 1448, 2008;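 active = activation above its plate's cutoff, the mean activation of the plate's test wells plus 3 SD, cut at about 12% in these data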;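 also: 0% = DMSO only wells and 100% = carbachol wells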
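Material: TRPML3-YFP stable HEK293 cells | Dosing: One concentration, 3 µM nominal, 0.3% DMSO | Timing: 125 s total fluorescence read per well | Technique: Fluo-8 calcium dye fluorescence, ex 470-495, em 515-575 nm | Measure: Percent activation from peak-to-basal fluorescence ratio, scaled between DMSO and carbachol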
14-3-3 Bad PPI = inhibitors of 14-3-3 zeta/Bad binding, primary screen, biochemical, TR-FRET, bovine 14-3-3 zeta | 14-3-3 protein zeta/delta (Bos taurus), P63103 | TR-FRET 14-3-3zeta/Dy647-pBad peptide displacement, 1 h | inhibition, % at 21.7 µM | actives 0.71% (n = 220,000);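 active = inhibition above about 70%, limit read from the data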;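 also: 0% = full 14-3-3 plus peptide FRET controls and 100% = background without 14-3-3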
Target sequence (P63103 whole entry, looked up): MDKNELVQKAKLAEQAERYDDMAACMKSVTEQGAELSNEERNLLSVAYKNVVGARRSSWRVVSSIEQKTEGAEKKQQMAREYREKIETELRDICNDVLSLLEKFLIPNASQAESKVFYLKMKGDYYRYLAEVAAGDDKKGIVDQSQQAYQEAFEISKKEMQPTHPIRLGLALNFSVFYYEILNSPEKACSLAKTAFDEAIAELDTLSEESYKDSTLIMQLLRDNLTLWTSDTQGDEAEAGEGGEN
PPC-1+TRAIL kill = compounds killing PPC-1 cancer cells with TRAIL present, primary screen, TRAIL potentiator project, ATPLite luminescence, uHTS; PPC-1 cells + TRAIL, ATPLite viability luminescence; cell killing (% activity), % at 4 µM; actives 0.41% (n = 220,000); AID 1443, 2008;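 active = cell killing above 50% in the first pass at 4 µM, then a duplicate retest at 5 µM averaging 50% or more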;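 also: plate controls were cells with TRAIL plus DMSO for no effect and medium-only wells lacking cells for full effect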
zfTRPN1 agonist = zebrafish TRPN1 channel agonists, primary screen, cell-based, HEK293, calcium fluorescence. HEK293 zebrafish TRPN1-YFP, Fluo-8 calcium fluorescence; 100% = response to 87 µM carbachol. transient receptor potential cation channel N1 (TRPN1/NompC), Danio rerio. activation, % at 3 µM. AID 1424, 2008. actives 0.18% (n = 220,000);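 active = activation above its plate's cutoff, the mean activation of test wells on that plate plus 3 SD, cut at about 19% in these data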;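 also: 0% = DMSO alone and 100% = 87 µM carbachol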
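Assay system: Zebrafish TRPN1-YFP in HEK293 cells | Incubation: Dye loading 1 h at 37 °C, then 30 min room temperature | Measured by: Kinetic Fluo-8 fluorescence, ex 470-495, em 515-575 nm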
EP2 mod = EP2 receptor modulators, cAMP readout, primary screen, cell-based, HTRF cAMP, PGE2 stimulation. actives 0.83% (n = 260,000). EP2-expressing cells, cAMP HTRF FRET, PGE2 co-stimulation. Prostaglandin E2 receptor EP2 subtype (Homo sapiens), P43116. induction, % at 25 µM. AID 940, 2007;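 active = compounds whose cAMP rise, as percent of the full-agonist control response, exceeds 60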;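 also: rat C6 glioma line stably carrying human EP2 under a CMV promoter; the protocol text gives 20 µM as final concentration; 100% = response of wells given 1 µM PGE2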
Target sequence (P43116 whole entry, looked up): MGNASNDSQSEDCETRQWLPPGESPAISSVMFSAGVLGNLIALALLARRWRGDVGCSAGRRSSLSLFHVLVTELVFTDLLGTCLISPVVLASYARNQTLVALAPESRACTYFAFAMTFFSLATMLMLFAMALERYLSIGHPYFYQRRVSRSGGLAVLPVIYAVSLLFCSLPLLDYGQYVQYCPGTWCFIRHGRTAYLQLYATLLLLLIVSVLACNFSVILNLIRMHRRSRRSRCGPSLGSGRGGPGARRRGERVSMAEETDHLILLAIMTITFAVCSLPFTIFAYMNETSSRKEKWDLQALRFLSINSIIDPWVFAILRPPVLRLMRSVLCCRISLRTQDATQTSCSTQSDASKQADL
NPY-Y1 antag = NPY-Y1 receptor antagonists, primary screen, cell-based; Neuropeptide Y receptor type 1 (Homo sapiens), P25929; HEK293-CNG Y1 cells, membrane potential fluorescence; NPY at EC95, then isoproterenol; inhibition, % at 3.6 µM; actives 1% (n = 200,000); AID 1040, 2008;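 active = inhibition above the campaign mean inhibition of all tested compounds plus 3 SD, cut at about 20% in these data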;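 also: 0% = DMSO wells given NPY plus isoproterenol and 100% = isoproterenol alone without NPY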
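Material: HEK293 cells co-expressing NPY Y1 receptor and cyclic-nucleotide gated channel. Timing: compound incubation 1 h at room temperature, readout 45 min post-stimulation. Signal: fluorescence, membrane potential probe.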
PGE2 EP2 inh = human EP2 receptor antagonists, primary screen, TR-FRET cAMP, C6 glioma cells; Prostaglandin E2 receptor EP2 subtype (Homo sapiens), P43116; C6 glioma cells expressing human EP2; cells stimulated with saturating PGE2; inhibition, % at 25 µM; actives 0.52% (n = 260,000);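 active = percent inhibition above 40 after rounding to a whole number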;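 also: rat C6 glioma host cells with rolipram phosphodiesterase inhibitor present; the protocol text gives 20 µM as final concentration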
* = called active by the depositor; [ ] = remark or other dose. Not all compounds are listed; the hit share may differ from the screen's.

The opening 3 entries, ahead of the listing:
How did CCOc1ccc2[nH]c3c(N4CCN(C(=O)c5ccco5)CC4)ncnc3c2c1 do in these assays?
CHOP inhibitor: -8; NPY1 pot ag: 15; TRPML3 agonist: -0.3; 14-3-3 Bad PPI: 7; PPC-1+TRAIL kill: -13; zfTRPN1 agonist: 0.0; EP2 mod: -25; PGE2 EP2 inh: 7

What do the screens show for `CCCS(=O)(=O)N1CCN(C(=O)COc2ccc(OC)cc2)CC1`?
CHOP inhibitor: 19; NPY1 pot ag: -23; TRPML3 agonist: 0.2; 14-3-3 Bad PPI: 1; PPC-1+TRAIL kill: 5; zfTRPN1 agonist: -0.6; EP2 mod: -5; NPY-Y1 antag: 2; PGE2 EP2 inh: 3

What do the screens show for `CC(C)CCNC(=O)c1cc(-c2ccncc2)nc2ccc(S(=O)(=O)N3CCOCC3)cc12`?
CHOP inhibitor: -15; NPY1 pot ag: 7; TRPML3 agonist: 0.1; 14-3-3 Bad PPI: 7[fluorescence artefact?]; PPC-1+TRAIL kill: 35; zfTRPN1 agonist: 0.8; EP2 mod: -6; NPY-Y1 antag: 3; PGE2 EP2 inh: 5

The whole of this part, from the first entry:
How did CCOc1ccc2[nH]c3c(N4CCN(C(=O)c5ccco5)CC4)ncnc3c2c1 do in these assays?
CHOP inhibitor: -8; NPY1 pot ag: 15; TRPML3 agonist: -0.3; 14-3-3 Bad PPI: 7; PPC-1+TRAIL kill: -13; zfTRPN1 agonist: 0.0; EP2 mod: -25; PGE2 EP2 inh: 7

What do the screens show for `CCCS(=O)(=O)N1CCN(C(=O)COc2ccc(OC)cc2)CC1`?
CHOP inhibitor: 19; NPY1 pot ag: -23; TRPML3 agonist: 0.2; 14-3-3 Bad PPI: 1; PPC-1+TRAIL kill: 5; zfTRPN1 agonist: -0.6; EP2 mod: -5; NPY-Y1 antag: 2; PGE2 EP2 inh: 3

What do the screens show for `CC(C)CCNC(=O)c1cc(-c2ccncc2)nc2ccc(S(=O)(=O)N3CCOCC3)cc12`?
CHOP inhibitor: -15; NPY1 pot ag: 7; TRPML3 agonist: 0.1; 14-3-3 Bad PPI: 7[fluorescence artefact?]; PPC-1+TRAIL kill: 35; zfTRPN1 agonist: 0.8; EP2 mod: -6; NPY-Y1 antag: 3; PGE2 EP2 inh: 5

Results for CN(CC(=O)N1CCN(C2CCCCC2)CC1)S(=O)(=O)c1cccc2nsnc12 ?
CHOP inhibitor: 34; NPY1 pot ag: -4; TRPML3 agonist: -0.4; 14-3-3 Bad PPI: -9; PPC-1+TRAIL kill: 2; zfTRPN1 agonist: 0.3; EP2 mod: 13; NPY-Y1 antag: -1; PGE2 EP2 inh: 10

How did O=C(COC(=O)c1cc(C(F)(F)F)cc(C(F)(F)F)c1)NCc1ccc(Cl)cc1 do in these assays?
CHOP inhibitor: 73*; NPY1 pot ag: -23; TRPML3 agonist: 0.6; 14-3-3 Bad PPI: -8[fluorescence artefact?]; PPC-1+TRAIL kill: 22; zfTRPN1 agonist: 0.1; EP2 mod: 16; NPY-Y1 antag: 6; PGE2 EP2 inh: 3

How did CCCCNC(=S)NCc1ccc2[nH]c3c(c2c1)CCCC3 do in these assays?
CHOP inhibitor: -7; NPY1 pot ag: 13; TRPML3 agonist: 0.2; 14-3-3 Bad PPI: -15; PPC-1+TRAIL kill: 5; zfTRPN1 agonist: 0.5; EP2 mod: -18; NPY-Y1 antag: 3; PGE2 EP2 inh: 11

How did O=C(Nc1cccc(-c2nc3ncccc3o2)c1)c1ccccc1 do in these assays?
CHOP inhibitor: 22; NPY1 pot ag: 0; TRPML3 agonist: 1.1; 14-3-3 Bad PPI: -10; PPC-1+TRAIL kill: 3; zfTRPN1 agonist: 3.1; EP2 mod: -20; NPY-Y1 antag: -2; PGE2 EP2 inh: 14

What do the screens show for `C/C(=N/NC(=O)c1ccc2c(c1)OCCO2)c1ccc([N+](=O)[O-])cc1`?
CHOP inhibitor: -19; NPY1 pot ag: 29; TRPML3 agonist: 0.8; 14-3-3 Bad PPI: -8; PPC-1+TRAIL kill: 8; zfTRPN1 agonist: -0.3; EP2 mod: -5; PGE2 EP2 inh: 8

Results for Cc1cccc(NC(=O)c2sc3nc(-c4ccccc4)cn3c2C)n1 ?
CHOP inhibitor: 18; NPY1 pot ag: -27; TRPML3 agonist: 3.9; 14-3-3 Bad PPI: -10; PPC-1+TRAIL kill: 12; zfTRPN1 agonist: 7.2; EP2 mod: -18; NPY-Y1 antag: 8; PGE2 EP2 inh: 17

How did Cn1nc(-c2ccc(N3CCOCC3)c(NC(=O)COc3ccccc3)c2)c2ccccc2c1=O do in these assays?
NPY1 pot ag: 20; TRPML3 agonist: 0.8; zfTRPN1 agonist: 2.1; NPY-Y1 antag: 7

Results for COc1cccc(CNc2nc(-c3cccnc3)nc3ccccc23)c1 ?
CHOP inhibitor: 28; NPY1 pot ag: 3; TRPML3 agonist: 0.6; 14-3-3 Bad PPI: -11; PPC-1+TRAIL kill: 4; zfTRPN1 agonist: -1.2; EP2 mod: 10; NPY-Y1 antag: 8; PGE2 EP2 inh: 8

What do the screens show for `CS(=O)(=O)N(CC(=O)Nc1ccc(CC#N)cc1)c1ccc(C23CC4CC(CC(C4)C2)C3)cc1`?
CHOP inhibitor: 32; NPY1 pot ag: -1; TRPML3 agonist: 0.7; 14-3-3 Bad PPI: 11; PPC-1+TRAIL kill: 21; zfTRPN1 agonist: 0.4; EP2 mod: -15; NPY-Y1 antag: -1

Results for CCc1ccc(N2C(=O)C3C4CCC(C4=C(C)C)C3C2=O)cc1 (configuration not stated) ?
CHOP inhibitor: 50; NPY1 pot ag: -14; TRPML3 agonist: 3.3; 14-3-3 Bad PPI: -9; PPC-1+TRAIL kill: 15; zfTRPN1 agonist: -2.1; EP2 mod: 25; NPY-Y1 antag: -2; PGE2 EP2 inh: 6

How did CC1Cc2ccccc2N1C(=O)c1cc2sccc2n1Cc1ccc(F)cc1 (configuration not stated) do in these assays?
CHOP inhibitor: -8; NPY1 pot ag: -39; TRPML3 agonist: 1.1; 14-3-3 Bad PPI: -8; PPC-1+TRAIL kill: 22; zfTRPN1 agonist: -0.1; EP2 mod: 60; NPY-Y1 antag: 20*; PGE2 EP2 inh: 15

What do the screens show for `c1ccc(CNC23CC4CC(CC(C4)C2)C3)nc1`?
CHOP inhibitor: 11; NPY1 pot ag: 5; TRPML3 agonist: 0.1; 14-3-3 Bad PPI: 55; PPC-1+TRAIL kill: 19; zfTRPN1 agonist: 0.6; EP2 mod: 23; NPY-Y1 antag: 5; PGE2 EP2 inh: 6

Results for Cc1cc(Cl)c(S(=O)(=O)N2CCSCC2)cc1OCC(N)=O ?
CHOP inhibitor: 32; NPY1 pot ag: 0; TRPML3 agonist: 1.4; 14-3-3 Bad PPI: 5; PPC-1+TRAIL kill: 29; zfTRPN1 agonist: 1.6; EP2 mod: -6; NPY-Y1 antag: 6; PGE2 EP2 inh: 10

How did CCCCNC(=O)c1onc(CSc2cc(C)ccc2C)c1C(=O)O do in these assays?
CHOP inhibitor: 6; NPY1 pot ag: -24; TRPML3 agonist: 0.1; 14-3-3 Bad PPI: 11[fluorescence artefact?]; PPC-1+TRAIL kill: 20; zfTRPN1 agonist: 0.2; EP2 mod: 33; NPY-Y1 antag: 18; PGE2 EP2 inh: 13

What do the screens show for `CCOCCn1c(SC)nc2c1c(=O)[nH]c(=O)n2C`?
CHOP inhibitor: -5; NPY1 pot ag: -2; TRPML3 agonist: 0.6; 14-3-3 Bad PPI: 13; PPC-1+TRAIL kill: 13; zfTRPN1 agonist: 0.7; EP2 mod: 4; NPY-Y1 antag: -4; PGE2 EP2 inh: 8

What do the screens show for `CCC1=NN(C(=O)Cc2ccc([N+](=O)[O-])cc2)C(O)(C(F)(F)F)C1` (configuration not stated)?
CHOP inhibitor: 4; NPY1 pot ag: -3; TRPML3 agonist: 0.8; 14-3-3 Bad PPI: -3; PPC-1+TRAIL kill: 15; zfTRPN1 agonist: 3.3; EP2 mod: 4; PGE2 EP2 inh: 8

How did O=C(NCCc1ccccc1)c1cnc2sccn2c1=O do in these assays?
CHOP inhibitor: 3; NPY1 pot ag: 10; TRPML3 agonist: 0.3; 14-3-3 Bad PPI: 20; PPC-1+TRAIL kill: 1; zfTRPN1 agonist: 3.3; EP2 mod: 6; NPY-Y1 antag: 1; PGE2 EP2 inh: 19

What do the screens show for `C/C=N/N(c1ccccc1)c1ccccc1`?
CHOP inhibitor: 12; NPY1 pot ag: -21; TRPML3 agonist: 1.7; 14-3-3 Bad PPI: 1; PPC-1+TRAIL kill: 29; zfTRPN1 agonist: 0.7; EP2 mod: 64*; PGE2 EP2 inh: 8

How did CCOC(=O)C1=C(C)N=C2SC(C(=O)OC)=CC(=O)N2C1c1ccc(F)cc1 (configuration not stated) do in these assays?
CHOP inhibitor: 12; NPY1 pot ag: 4; TRPML3 agonist: -0.7; 14-3-3 Bad PPI: 0; PPC-1+TRAIL kill: 10; zfTRPN1 agonist: -0.8; EP2 mod: -8; NPY-Y1 antag: 0; PGE2 EP2 inh: 11

Results for COc1ccc(C[C@H]2CN3C(=NC[C@@H]3C(C)C)N2C[C@H](C)NC(=O)c2ccc(C)c(Br)c2)cc1 ?
CHOP inhibitor: 32; NPY1 pot ag: -7; TRPML3 agonist: -0.2; 14-3-3 Bad PPI: -10; PPC-1+TRAIL kill: -9; zfTRPN1 agonist: -1.2; EP2 mod: -8; NPY-Y1 antag: 2; PGE2 EP2 inh: -1

Copied from the results shown, 2 compounds:
How did CCOC(=O)C1=C(C)N=C2SC(C(=O)OC)=CC(=O)N2C1c1ccc(F)cc1 (configuration not stated) do in these assays?
CHOP inhibitor: 12; NPY1 pot ag: 4; TRPML3 agonist: -0.7; 14-3-3 Bad PPI: 0; PPC-1+TRAIL kill: 10; zfTRPN1 agonist: -0.8; EP2 mod: -8; NPY-Y1 antag: 0; PGE2 EP2 inh: 11

Results for COc1ccc(C[C@H]2CN3C(=NC[C@@H]3C(C)C)N2C[C@H](C)NC(=O)c2ccc(C)c(Br)c2)cc1 ?
CHOP inhibitor: 32; NPY1 pot ag: -7; TRPML3 agonist: -0.2; 14-3-3 Bad PPI: -10; PPC-1+TRAIL kill: -9; zfTRPN1 agonist: -1.2; EP2 mod: -8; NPY-Y1 antag: 2; PGE2 EP2 inh: -1
